Sm TGR block – inhibitors of Schistosoma mansoni thioredoxin glutathione reductase; Q962Y6; purified TGR, DTNB reduction, TNB absorbance 405 nm; 360,000 tested, 3% active; Potency, µM (highest dose often 114 µM), for inactives: top-dose activity change, negative = inhibition, usual class: inhibitors; also: potency is read from the fitted curve at half-maximal effect; nearly all actives have a fitted effect of over 60% in size
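TGR 20 nM + NADPH 100 uM (dispensed conc.), cpd preinc 15 min RT; start with NADPH (500 uM addition) then DTNB (15 mM addition). Kinetic TNB absorbance, 405 nm filter. Four-parameter Hill fit across titration.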
Giardia FBPA inh – Giardia lamblia aldolase inhibition | purified Giardia FBPA | Potency, µM (doses to about 59.6 µM), for inactives: top-dose activity, negative = inhibition, actives largely listed as inhibitors | 290,000 tested, 0.71% active | AID 2451; also: potency is read from the fitted curve at half-maximal effect; nearly all actives have a fitted effect of over 55% in size
Target sequence (A8B2U2 whole entry, looked up): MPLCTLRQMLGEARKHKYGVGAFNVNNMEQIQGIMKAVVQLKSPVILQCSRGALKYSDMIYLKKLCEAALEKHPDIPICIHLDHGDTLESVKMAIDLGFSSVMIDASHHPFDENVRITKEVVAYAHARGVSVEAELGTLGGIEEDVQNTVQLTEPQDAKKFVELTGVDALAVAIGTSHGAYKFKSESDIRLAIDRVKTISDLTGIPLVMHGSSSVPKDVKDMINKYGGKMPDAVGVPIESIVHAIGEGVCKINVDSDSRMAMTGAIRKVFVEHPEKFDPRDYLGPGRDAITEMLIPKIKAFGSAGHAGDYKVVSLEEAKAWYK
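Giardia FBPA (40 nM reagent) was preincubated 10 min at RT with compound (up to 57.5 uM final), then substrate plus GAPDH/TPI/NAD/arsenate coupling system with diaphorase/resazurin was added; resorufin fluorescence (525/598 nm) was read after 20 min.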
AmpC inh detg – AmpC beta-lactamase inhibition with detergent present; P00811; Potency, µM (series often up to 114 µM), inactives show top-dose activity change, negative = inhibition, most hits filed as inhibitors; AmpC hydrolysis of nitrocefin, absorbance 480 nm, 0.01% Triton; AID 485294; 370,000 tested, 0.041% active;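 also: potency is read from the fitted curve at half-maximal effect; 0% = no-compound wells and -100% = no-enzyme wells; nearly all actives have a fitted effect of over 25% in size; some results filed as inactive show a strong effect at the top dose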
Target sequence (P00811 whole entry, looked up): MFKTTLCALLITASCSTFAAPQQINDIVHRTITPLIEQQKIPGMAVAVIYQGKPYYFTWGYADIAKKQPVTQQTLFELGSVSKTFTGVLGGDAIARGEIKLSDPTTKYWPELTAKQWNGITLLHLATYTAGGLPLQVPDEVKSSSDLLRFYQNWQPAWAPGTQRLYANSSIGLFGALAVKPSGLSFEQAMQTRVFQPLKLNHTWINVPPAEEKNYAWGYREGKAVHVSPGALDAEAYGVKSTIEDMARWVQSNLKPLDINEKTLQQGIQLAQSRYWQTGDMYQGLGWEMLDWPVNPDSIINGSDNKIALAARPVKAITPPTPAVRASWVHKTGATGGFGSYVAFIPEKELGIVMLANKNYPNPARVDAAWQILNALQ
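AmpC (5.3 nM in the dispensed reagent) in 20 mM phosphate pH 7.0 with 0.01% (detergent screen) or 0.0001% Triton X-100 was preincubated with compounds for 15 min at room temperature. Nitrocefin was then added from an 800 uM solution, and hydrolysis was followed at 480 nm.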
HCMV inh – inhibitors of human cytomegalovirus | HFF cells, HCMV-luciferase reporter, 72 h; hits give low values | activity change, negative = inhibition, % at 57.5 µM | 410,000 tested, 4.5% active | AID 1259415; in the data active = activity change below about -60%; inconclusive = no clear call, values can overlap the other calls; inactive = above about -39%
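Two-dose cell screen: HFF monolayers treated with compounds and infected with luciferase-expressing HCMV at 1 PFU/cell, 72 h at 37C, then lysed for luciferase measurement.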
HCV inh – inhibitors of hepatitis C virus infection. Potency, µM (series often up to 41.8 µM), for the others: top-dose activity change, negative = inhibition, most hits filed as inhibitors. 340,000 tested, 3.4% active. Huh7.5.1 HCVcc-Cre infection, luciferase reporter, 44 h; also: potency is read from the fitted curve at half-maximal effect
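Infectious HCV cell culture screen: compound-treated cells (1,000/well, pre-plated 4 h) are infected with HCVcc-Cre at roughly 0.5 moi and grown 44 h. Infection is quantified by luciferase signal after 15 min substrate incubation at room temperature.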
AmpC no deterg – inhibitors of E. coli AmpC beta-lactamase without detergent; AID 485341; 330,000 tested, 0.52% active; AmpC nitrocefin hydrolysis, absorbance 480 nm, 0.0001% Triton; P00811; Potency, µM (titrated, usually from 57.1 µM), for inactives: at the highest dose activity change, negative = inhibition, usual class: inhibitors;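 also: potency is read from the fitted curve at half-maximal effect; plate controls were no compound for no effect and no enzyme for full effect; nearly all actives have a fitted effect of over 20% in size; some results filed as inactive show a strong effect at the top dose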
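20 mM phosphate pH 7.0 + 0.01% (detergent screen) or 0.0001% Triton X-100; 5.3 nM AmpC reagent; cpd preinc 15 min RT; nitrocefin (800 uM stock) to start; A480 q20 s × 4 min; Activity was normalised to no-enzyme and no-compound control wells.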
An asterisk follows results filed as active; ? = inconclusive; . = no result given; & = joins results of further samples; [ ] = remark or other dose. Unless noted, calls follow the shape of the dose curve; as a rule, active = well fitted curve in the direction sought with a large enough effect; inconclusive = small, poorly fitted or top-dose-only effect, or another doubt; inactive = no such curve, though single readings can be large; an effect the other way counts as inactive or inconclusive. Unless noted, % is scaled to controls: 0 for no effect and ±100 for the full control effect.

SMILES	Sm TGR block	Giardia FBPA inh	AmpC inh detg	HCMV inh	HCV inh	AmpC no deterg
Cc1cc(=O)n2nc(N3CCCC3C(=O)NCCCN3CCCCC3)sc2n1 (configuration not stated)	?	-11%	?	6	3%	-2%
N#CC(C#N)=Cc1ccc(N2CCOCC2)cc1	3.2µM*	-7%	5%	-9	9%	-25%
COC(=O)c1ccc(CN2C(=O)C(C)N(C(=O)c3c(F)cccc3F)c3ccccc32)cc1 (configuration not stated)	-1%	6%	4%	-7	?	20%
COc1ccc(OC)c(S(=O)(=O)Nc2cccc(-c3ccc(N4CCCCC4)nn3)c2)c1	2%	.	11%	19	.	.
COC(=O)c1c(NC(=O)CCCOc2cccc(C)c2)sc2c1C(C(=O)OC)CC2 (configuration not stated)	-8%	.	-1%	-28	.	.
O=C1CN(C(=O)COC(=O)c2cccc(S(=O)(=O)NCc3ccccc3)c2)c2ccccc2N1	-10%	-2%	0%	28	-5%	-19%
CCc1ccc(NC(=O)CC2C(=O)N(c3ccc(C)cc3)C(=O)N2CCc2ccncc2)cc1 (configuration not stated)	9%&1%	-4%	?	-5&-6	-2%	158%[activator]
Cc1cc(Cl)ccc1NC(=O)C1CCN(S(=O)(=O)c2ccc3[nH]c(=O)ccc3c2)CC1	2%	.	4%	2	.	.
Cc1ccc(CSc2nnc([C@@H](N)C(C)C)o2)cc1	-10%	.	2%	18	.	.
CCCS(=O)(=O)N1CCCC(C(=O)NCCc2ccc(OC)c(OC)c2)C1 (configuration not stated)	5%	4%	-1%	-1	22%	-2%
Cc1ccc2cc(COC(=O)c3ccco3)c(=O)[nH]c2c1	45µM*	2%	-1%	34	-4%	-29%
C[C@@]12C(=O)Nc3ccc(F)cc3C(=O)N1[C@H]1c3cc(Br)ccc3OC[C@@H]1[C@@H]2c1ccccc1	.	.	.	-70*	?	-47%
O=C(c1ccc(-c2ccccc2)c(F)c1)C1CCCN(CCCn2cccn2)C1 (configuration not stated)	5%	6%	4%	-3	?	128%[activator]
CC(NC(=O)COC(=O)CCc1nc2ccccc2c(=O)[nH]1)c1ccccc1 (configuration not stated)	-17%	-3%	-12%	-27	26%	-32%
NNC(=O)CNC(c1ccccc1)c1cc(Br)ccc1NC(=O)c1ccccc1Br (configuration not stated)	17%	3%	-4%	-33	0%	21%
COc1ccc(NC(=O)CN(C)S(=O)(=O)c2ccccc2)cc1OC	2%	1%	0%	13	7%	-7%
CC(C)c1ccc(NC(=O)C2CCN(c3nc(-c4ccc(C(C)C)cc4)no3)CC2)cc1	45%[activator]	.	-3%	-72*	.	.
COc1cc(NC(=O)COC(=O)c2cc(S(=O)(=O)N3CCCCC3)ccc2Cl)c(C)cc1[N+](=O)[O-]	-8%	0%	-4%	22	?	-20%
CCS(=O)(=O)N1CCN(C(=O)CC(C)C)CC1	2%	27%	-13%	-13	7%	-17%
COc1ccc(-c2cc3cc(C(=O)O)ccn3c2C(=O)c2ccccc2)cc1	9%	30%	6%	35	15%	-35%
COc1cc(NC(=O)c2ccc(-c3csc(C)n3)cc2)c(OC)cc1Cl	2%	10%	-7%	-17	?	-22%
O=C(NCCS(=O)(=O)N1CCN(c2ccccc2F)CC1)c1c(F)cccc1F	-11%	.	?	-4	-3%	-7%
COc1ccc(C(=O)NN(C)c2nc(-c3ccccc3)nnc2C(F)(F)F)cc1	-4%	4%	3%	-13	8%	-19%
Cc1ccc(N2C(=O)CC(Cn3nc(C)cc3C)C2=O)cc1 (configuration not stated)	-31%	5%	-6%	31	14%	-2%
O=C(c1ccc(F)cc1)n1nc(-c2ccc(Cl)cc2)nc1NCc1ccco1	-7%	.	21%	42	.	.

Results in HCV inh, Sm TGR block and HCMV inh (2 entries from above):
SMILES	HCV inh	Sm TGR block	HCMV inh
COc1cc(NC(=O)c2ccc(-c3csc(C)n3)cc2)c(OC)cc1Cl	?	2%	-17
COc1ccc(NC(=O)CN(C)S(=O)(=O)c2ccccc2)cc1OC	7%	2%	13

(continued)
SMILES	Sm TGR block	Giardia FBPA inh	AmpC inh detg	HCMV inh	HCV inh	AmpC no deterg
COc1cccc(CNC(=O)CCC2CCCN(Cc3ccc(OC(F)F)cc3)C2)c1 (configuration not stated)	0%	0%	7%	-32	?	47%
COc1cc(/C=N/Nc2nc3ccccc3o2)cc(OC)c1O	-11%	-23%	1%	-22	?	-35%
CCOC(=O)C1CCN(Cc2cnc(Oc3ccc(C(C)(C)C)cc3)s2)CC1	-2%	-1%	8%	-10	-11%	70%[activator]
CC(OC(=O)C1COc2ccccc2O1)C(=O)N(C)c1ccccc1 (configuration not stated)	-9%	7%	-1%	9	15%	27%
COc1ccc(C(=O)N=C2SC3CS(=O)(=O)CC3N2Cc2ccc(F)cc2)cc1 (configuration not stated)	-12%	2%	3%	-26	7%	-8%
O=C1CC(C(=O)Nc2ccc(F)c(Cl)c2)N=C(N2CCCCC2)N1 (configuration not stated)	10%	2%	?	17	3%	-19%
O=C(CCC(=O)N/N=C/c1cc(Cl)cc(Cl)c1O)NCc1ccccc1	-17%	16%	-8%	7	?	-22%
Cc1cccc(N2C(=O)CS(=O)(=O)C23C(=O)N(C)c2ccccc23)c1 (configuration not stated)	6%	.	-5%	-10	.	.
Cc1ccc(-c2nnc(Cc3ccc([N+](=O)[O-])cc3)o2)cc1	6%	-1%	5%	-10	-19%	-12%
Cc1ccc(NC(=O)CC2=NC(=O)C(CC(=O)Nc3ccccc3C)S2)cc1 (configuration not stated)	3%	3%	-13%	-21	-21%	-26%
Cc1ccc(C(=O)c2sc3c(c2N)c(=O)[nH]c(=O)n3CCc2ccccc2)cc1	7%	1%	-18%	-13	-12%	-39%
CCOc1ccccc1CNS(=O)(=O)c1ccc2c(c1)oc(=O)n2C	-1%	-2%	?	-6	-12%	-13%
CS(=O)(=O)c1ccc(Cl)c(NC(=O)COC(=O)c2cccc(S(=O)(=O)N3CCCCC3)c2)c1	18%	0%	0%	.	.	28%
CCC(=O)N1CCc2cc(S(=O)(=O)CCC(=O)NCc3cccs3)ccc21	-3%	6%	?	52	-4%	-14%
COc1ccccc1OC(=O)c1ccc2nsnc2c1	-1%	-26%	-10%	7	9%	-17%
O=[N+]([O-])c1ccc2nc(-c3ccccc3)cc(-c3ccccc3)c2c1	5%	1%	0%	36	0%	-22%
O=c1c2ccccc2nc2n1C(CSc1ccc(Br)cc1)CN2 (configuration not stated)	-5%	-17%	-15%	17	14%	-15%
COc1ccccc1NC(=O)N1CCc2c([nH]c3ccccc23)C1C(F)(F)F (configuration not stated)	7%	-4%	1%	-34	?	-24%
Cc1ccccc1C(=O)NC(=S)NCCN1CCOCC1	-5%	0%	-3%	3	17%	-15%
N#CCCN(C(=O)COC(=O)C1CCN(c2ccc(C(F)(F)F)cn2)CC1)c1ccc(F)cc1	2%	.	-10%	-7	-5%	136%[activator]
COc1cc(CN2CCC(C(=O)NCC(C)(C)CN(C)C)CC2)ccc1OCc1ccccc1	4%	22µM*	?	-94*	?	7%
Cc1cc(C)cc(NC(=O)CN2C(=O)CSc3ccc(S(=O)(=O)N4CCCC4)cc32)c1	6%	.	4%	16	.	.
CCn1c2ccccc2c2cc(NC(=O)CSc3nnc(-c4ccc(OC)cc4)n3N)ccc21	-2%	2%	2%	?	?	-3%
O=C(CN1CCN(C(=O)c2ccco2)CC1)Nc1ccc(F)cc1F	-1%	6%	-15%	0	6%	-33%
Cc1noc(NS(=O)(=O)c2ccc(NC(=O)c3cc4ccccc4o3)cc2)c1C	.	.	.	19	-21%	-1%

(listing goes on)
SMILES	Sm TGR block	Giardia FBPA inh	AmpC inh detg	HCMV inh	HCV inh	AmpC no deterg
CCC(C)(C)C(=O)Nc1nnc(CCc2ccccc2)s1	0%	-2%	1%	151	3%	-12%
COc1ccc(C2=C(C#N)C(=O)OC2)cc1	-25%	-7%	-3%	15	13%	-39%
O=C(Nc1ccccc1)N1C2CCC1CC(O)(c1cccnc1)C2 (configuration not stated)	15%	2%	0%	60	28%	-26%
COc1ccc(CCCc2nnc(SCC(=O)NN)o2)cc1	5%	4%	6%	-19	-5%	-16%
COc1ccccc1N=C1SCC(=O)N1Cc1ccco1	?	4%	-4%	-15	-6%	-18%
COc1ccc(-c2nc(SCC(=O)Nc3ccc4c(c3)OCCO4)c(-c3ccc(F)cc3)[nH]2)cc1OC	0%	.	-1%	8	.	.
CCOc1ccccc1N(C)C(=O)c1ccc2c(=O)n3c(nc2c1)CCCCC3	-14%	.	1%	-22	-12%	93%[activator]
Cc1ccc2c(c1)nc(-n1nc(C)cc1C)c1nnnn12	5%	-5%	7%	-38	0%	-23%
COc1cc(NC(=O)c2ccccn2)cc(OC)c1OC	1%	-7%	-1%	-33	7%	-8%
COc1ccc(OC)c([C@@H]2Nc3ccc(C(=O)O)cc3[C@@H]3C=CC[C@@H]32)c1	?	.	10%	1	.	.
Cc1cccc(NC(=O)c2ccccc2C(=O)O)c1	2%	7%	-2%	0	1%	-9%
COc1ccc(S(=O)(=O)N(CC(=O)NCc2ccco2)c2ccccc2)cc1	-8%	7%	-3%	-34	-18%	-11%
O=C(O)c1ccc2c(c1)c1c3n2CCNC3CCC1 (configuration not stated)	2%	1%	0%	-30	33%[activator]	-21%
CCOc1ccc(NC(=O)C2CCN(S(=O)(=O)c3c(C)n[nH]c3C)CC2)cc1	2%	7%	-6%	-14	-2%	-7%
O=C(N/N=C/c1cccc(O)c1)c1ccc(COc2ccccc2Br)cc1	-2%	-4%	14%	-29	?	-45%
C[C@H]1CN([C@@H](C)CO)C(=O)c2cccc(NC(=O)C3CC3)c2O[C@H]1CN(C)Cc1ccc(-c2ccccc2)cc1	.	.	.	36	-10%	202%[activator]
COc1ccc(CN2CCC(n3nccc3NC(=O)C3CCCC3)CC2)cc1	1%	.	-3%	12	-5%	56%
Clc1ccc(-c2nc3c4cnn(-c5ccccc5Br)c4ncn3n2)c(Cl)c1	0%	.	2%	?	.	.
CN(C)c1cccc(C(=O)Nc2cccc(F)c2)c1	-26%	?	-12%	90	1%	-20%
CCN1/C(=C/c2cc[n+](C)cc2)C=Cc2cc(C)ccc21	-2%	?	4%	-100*	5µM*	-10%
Oc1ccc(/C=N/NC(=S)N2CCOCC2)cc1	1%	8%	-3%	-2	-24%	-29%
CCOc1ccc(C(=O)NCc2ccc3c(c2)CCN3C(=O)c2ccc(C)cc2)cc1OCC	-3%	.	4%	-8	.	.
COc1cc(=O)n(C)c2ccccc12	-3%	-5%	-11%	193	-9%	-20%
CCOC(=O)c1cc(-c2ccc(OC(F)F)cc2)nc2nc(SC)[nH]c(=O)c12	0%	2%	-6%	34	7%	-3%

Compound profiles (already shown).
`Cc1ccc(CSc2nnc([C@@H](N)C(C)C)o2)cc1` reads Sm TGR block: -10%; Giardia FBPA inh: .; AmpC inh detg: 2%; HCMV inh: 18; HCV inh: .; AmpC no deterg: .
`Cc1cc(Cl)ccc1NC(=O)C1CCN(S(=O)(=O)c2ccc3[nH]c(=O)ccc3c2)CC1` reads Sm TGR block: 2%; Giardia FBPA inh: .; AmpC inh detg: 4%; HCMV inh: 2; HCV inh: .; AmpC no deterg: .

Source: PubChem
